From PubChem
LDHA inh = blocks human lactate dehydrogenase A | P00338 | purified LDHA, NADH/diaphorase-resazurin fluorescence; stronger effect = lower value | activity change, % (values are at about 110 or 230 µM) | 0.15% of 480,000 active | AID 1347041; in the data active = activity change below about -30%; inconclusive = mostly about -25% to -30%;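 note: plate controls were DMSO wells for no effect and wells without enzyme for full effect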
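Human LDH5 at 2 nM final in Tris HCl pH 7.4 with 0.06 mM NADH and 0.2 mM pyruvate, reacted 5 minutes at room temperature. Remaining NADH coupled via diaphorase/resazurin; resorufin fluorescence read at 0 and 20 minutes, normalized to enzyme-free and DMSO wells.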
USP1-UAF1 inh = USP1/UAF1 (human) deubiquitinase inhibition | O94782 | recombinant USP1/UAF1, Ub-Rhodamine cleavage fluorescence | Potency, µM (series often up to 57.1 µM), without a hit: at the highest dose activity change, negative = inhibition, most hits filed as inhibitors | 0.23% of 390,000 active; note: potency is the fitted concentration of half-maximal effect; % is set by controls: 0 for no effect and ±100 for the full control effect; nearly all actives have a fitted effect of over 60% in size; inactives centre near -12
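High-throughput fluorogenic screen: 1nM USP1/UAF1 complex, Ub-Rho substrate 150nM final, 50mM HEPES pH 7.8 with 0.5mM EDTA, 0.1 mg/ml BSA, 1mM TCEP and 0.01% Tween-20.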
Glioma ERSR ind = inducers of ER stress response in human glioma cells. 0.02% of 420,000 active. AID 602332. U87-MG GRP78 promoter luciferase reporter, 16 h. Potency, µM, for the others: at the highest dose activation, hits mostly activators; note: potency is the fitted concentration of half-maximal effect; series mostly up to about 76 µM; % of control where 0% means no effect; nearly all actives have a fitted effect of over 35% in size
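Stably transfected U87-MG glioma cells carrying a GRP78-based luciferase sensor; 16 h compound incubation. Luminescence end-point read 10 min after Bright-Glo addition at room temperature.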
mIDH1 inhibitor = inhibitors of human mutant IDH1 R132H | IDH1-R132H enzyme, NADPH consumption, diaphorase/resazurin fluorescence | Potency, µM (highest dose often 76.6 µM), for inactives: at the highest dose activity change, negative = inhibition, actives largely listed as inhibitors | 0.093% of 390,000 active | O75874; note: potency is the fitted concentration of half-maximal effect; % is set by controls: 0 for no effect and ±100 for the full control effect; nearly all actives have a fitted effect of over 65% in size
Target sequence (O75874 whole entry R132H, stated change not applied): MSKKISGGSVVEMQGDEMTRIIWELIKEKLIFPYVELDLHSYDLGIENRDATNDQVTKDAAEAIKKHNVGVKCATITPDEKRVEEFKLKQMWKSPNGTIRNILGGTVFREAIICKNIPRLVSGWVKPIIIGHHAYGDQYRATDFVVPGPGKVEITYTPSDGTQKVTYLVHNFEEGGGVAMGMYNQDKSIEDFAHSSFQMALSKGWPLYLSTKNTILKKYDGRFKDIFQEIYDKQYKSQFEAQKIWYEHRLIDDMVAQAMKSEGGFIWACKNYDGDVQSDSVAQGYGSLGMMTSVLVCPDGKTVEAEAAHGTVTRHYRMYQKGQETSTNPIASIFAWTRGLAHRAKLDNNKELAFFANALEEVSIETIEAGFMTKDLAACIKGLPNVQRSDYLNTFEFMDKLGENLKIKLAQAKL
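IDH1-R132H (0.5 ug/mL) preincubated 30 min with compound, then NADPH (0.016 mM) and alpha-KG (2 mM) added; 80 min at RT, pH 7.5. Remaining NADPH coupled via diaphorase/resazurin to fluorescence (540/590 nm); concentration-response curves normalized to no-enzyme control.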
RXFP1 ag = RXFP1 (human) receptor agonism | Q9HBX9 | HEK293T-RXFP1 cAMP TR-FRET, 30 min; response scale: percent of porcine relaxin response, buffer zero | Potency, µM (doses to about 57.5 µM), without a hit: at the top dose activation, usual class: activators | 0.3% of 370,000 active | AID 2676; note: potency is the fitted concentration of half-maximal effect; % is set by controls: 0 for no effect and ±100 for the full control effect; nearly all actives have a fitted effect of over 60% in size; many of its hits are not listed in these tables
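HEK293T cells stably expressing RXFP1 were pretreated with the PDE4 inhibitor Ro 20174, exposed to compounds for 30 min at 37C, lysed, and cAMP was read by TR-FRET. Data normalized to buffer (basal) and 29 nM porcine relaxin (100%).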
Vif-A3G inh = Vif-A3G binding inhibition | Q9HC16 | HeLa A3G-eYFP + Vif (tagged APOBEC3G with the HIV-1 protein that degrades it), YFP fluorescence, overnight | Potency, µM (doses to about 46.1 µM), without a hit: at the highest dose activity, negative = active, hits mostly inhibitors | 0.076% of 410,000 active;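 note: potency is the fitted concentration of half-maximal effect; % is set by controls: 0 for no effect and ±100 for the full control effect; nearly all actives have a fitted effect of over 60% in size; hits raise eYFP signal because A3G escapes Vif-driven loss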
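Read-out is eYFP fluorescence (Ex 488/Em 500-530) from Vif-expressing HeLa A3G-eYFP cells; more signal means A3G escaped Vif-mediated degradation. Cells plated overnight, compound pinned in, incubated overnight at 37 deg C.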
TrxR1 substrate = rat thioredoxin reductase 1 substrate activity; AID 588456; 0.01% of 390,000 active; O89049; Potency, µM (top dose mostly 114 µM), for the others: at the highest dose activity change, negative = substrate turnover; purified TrxR1 substrate turnover, NADPH consumption readout; note: potency is the fitted concentration of half-maximal effect; % is set by controls: 0 for no effect and ±100 for the full control effect; nearly all actives have a fitted effect of over 50% in size
Target sequence (O89049 whole entry, looked up): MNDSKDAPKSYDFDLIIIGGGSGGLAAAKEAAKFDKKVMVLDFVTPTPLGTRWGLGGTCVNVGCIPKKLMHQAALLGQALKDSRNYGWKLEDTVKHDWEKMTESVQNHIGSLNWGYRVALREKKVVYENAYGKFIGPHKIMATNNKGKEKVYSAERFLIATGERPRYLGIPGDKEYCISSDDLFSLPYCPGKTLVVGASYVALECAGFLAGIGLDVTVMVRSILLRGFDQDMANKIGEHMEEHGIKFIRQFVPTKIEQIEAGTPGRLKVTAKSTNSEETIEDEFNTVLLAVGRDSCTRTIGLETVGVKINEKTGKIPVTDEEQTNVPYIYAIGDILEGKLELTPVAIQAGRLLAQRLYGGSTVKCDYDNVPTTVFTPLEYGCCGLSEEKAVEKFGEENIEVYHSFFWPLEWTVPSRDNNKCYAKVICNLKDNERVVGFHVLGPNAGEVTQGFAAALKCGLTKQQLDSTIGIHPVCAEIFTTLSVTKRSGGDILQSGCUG
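Rat TrxR1, dispensed at 90 nM, was prereduced with 400 uM NADPH (final) for 5 min at ~22 deg C, then incubated with compound 15 min before 400 uM selenite. A first-read NADPH fluorescence drop versus no-compound background flagged substrates.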
PI4K2A block = PI4K2A (human) kinase inhibition | Q9BTU6 | purified PI4K2A, ADP-Glo luminescence, 1 h; stronger effect = lower value | activity change, negative = inhibition, % at 76.9 µM | 0.13% of 420,000 active; in the data active = activity change below about -50%; inconclusive = mostly about -30% to -49%;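 note: -100% = wells without enzyme as full effect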
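ADP-Glo luminescence measured ADP generated by PI4K2A enzyme (4 ug/mL before mixing) with 1.2 mM PI substrate (pre-mix) and 300 microM ATP (pre-mix). Tris pH7.5 buffer with MgCl2, Triton X-100; 1 h reaction at ambient temperature.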
Vif-A3F inh = inhibitors of Vif-A3F interaction | HeLa A3F-eYFP + Vif (tagged APOBEC3F with the HIV-1 protein that degrades it), YFP fluorescence increase | Potency, µM (top dose mostly 46.1 µM), inactives show top-dose activity, negative = active | 0.2% of 390,000 active; note: potency is the fitted concentration of half-maximal effect; % of control where 0% means no effect; nearly all actives have a fitted effect of over 65% in size
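Fluorescence increase (Ex 488/Em 500-530) after overnight compound treatment at 37 deg C flags inhibition of Vif-driven A3F-eYFP loss in stable HeLa A3F-eYFP/Vif cells seeded overnight beforehand.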
The depositor's hits bear a star; u = inconclusive; x = no result given; [ ] = another dose, or the depositor's remark. Unless noted, calls come from the whole dose curve; as a rule, active = well fitted curve in the direction sought with a large enough effect; inconclusive = small, poorly fitted or top-dose-only effect, or another doubt; inactive = no such curve, though single readings can be large; an effect the other way counts as inactive or inconclusive.

#	molecule	LDHA inh	USP1-UAF1 inh	Glioma ERSR ind	mIDH1 inhibitor	RXFP1 ag	Vif-A3G inh	TrxR1 substrate	PI4K2A block	Vif-A3F inh
1	COc1cccc(C2NC(=O)NC(C)=C2C(=O)Nc2cc(OC)ccc2OC)c1 (stereo not drawn)	-3	-11%	-2%	21%	0.7%	1%	-4%	-3	-7%
2	O=C(NC(=S)Nc1ccc(NC(=O)c2ccco2)cc1)c1ccccc1	-6	-7%	-4%	11%	-2.9%	1%	11%	-5	3%
3	CCOc1ccc(N2CC(C(=O)Nc3ccc(S(=O)(=O)Nc4ncccn4)cc3)CC2=O)cc1 (stereo not drawn)	-6	-1%	1%	12%	-0.2%	2%	-8%	6	-11%
4	O=C(COc1ccccc1Br)N1CCN(c2ccccc2)CC1	-6	1%	-1%	7%	3.9%	-1%	2%	2	1%
5	O=C(O)c1ccccc1-c1ccccc1C(=O)NCc1ccccc1F	-8	-5%	0%	1%	0.1%	0%	8%[57.1 µM]	4	10%
6	O=C(Nc1ccc2nc3n(c(=O)c2c1)CCCCC3)c1c(F)ccc([N+](=O)[O-])c1F	-5	-18%	-14%	-16%	-0.9%	u	-5%	10	-4%
7	CC(=O)C[C@H](O)CC(=O)[C@@H]1OC(=O)[C@H](C)C/C=C\Cc2ccccc21	5	-23%	-3%	7%	x	-1%	-6%	4	2%
8	O=S(=O)(Nc1ccc(Cl)cn1)c1ccc(Cl)cc1	-9	-13%	-5%	-1%	-0.2%	-3%	4%	7	3%
9	Cn1c(=O)c2cc(NC(=O)NCCc3cccs3)ccc2n1Cc1cccc(C(F)(F)F)c1	1	x	-3%	x	x	0%	x	2	x
10	Cc1csc(SCC(=O)Nc2nncs2)n1	-3	-10%	-1%	-8%	-0.6%	-2%	-10%	3	7%

A few values from the list.
In PI4K2A block, #3 is entered as 6
In USP1-UAF1 inh, #8 is entered as -13%

The listing picks up with the two entries that preceded the break.
#	molecule	LDHA inh	USP1-UAF1 inh	Glioma ERSR ind	mIDH1 inhibitor	RXFP1 ag	Vif-A3G inh	TrxR1 substrate	PI4K2A block	Vif-A3F inh
9	Cn1c(=O)c2cc(NC(=O)NCCc3cccs3)ccc2n1Cc1cccc(C(F)(F)F)c1	1	x	-3%	x	x	0%	x	2	x
10	Cc1csc(SCC(=O)Nc2nncs2)n1	-3	-10%	-1%	-8%	-0.6%	-2%	-10%	3	7%
11	CCOc1ccc(OCC(=O)Nc2ccc(S(=O)(=O)Nc3cc(C)nc(C)n3)cc2)cc1	0	-9%	2%	0%	0.9%	-2%	-3%	2	x
12	CCc1ccc(CN2CCC(n3nccc3NC(=O)c3ccccc3C)CC2)cc1	1	-3%	-9%	-7%	-0.1%	0%	-3%	-3	-15%
13	COC1=CC(=O)[C@@]2([C@@H]1O)[C@@H](Cl)C[C@]13C(OC)=C(OC)C(=O)C[C@]21CCN3C	-6	-5%	-4%	-10%	x	1%	-1%	0	2%
14	CCOc1ccc(OCC)c(-c2c(=O)n(OCc3ccc(C(C)(C)C)cc3)c3ccccc3[n+]2[O-])c1	-10	u	-7%	1%	-1.3%	0%	-7%	3	-5%
15	Cc1nn(-c2ccccc2)c(Cl)c1/C=C1\C(=O)N(C)C(=S)N1C	0	-30%	4%	-3%	-1.0%	-6%	-4%	3	-4%
16	Cc1[nH]c(C)c(S(=O)(=O)Nc2ccc(OC(F)(F)F)cc2)c1C(=O)N1CCCCC1	-5	-7%	-4%	-10%	-1.1%	2%	3%[57.1 µM]	1	2%
17	COCCCC1CCN(C(=O)c2cc(COc3ccc(C)nc3)on2)CC1	3	-16%	-3%	7%	-0.6%	3%	0%	-6	-7%
18	COc1ccc(COC(=O)N/N=C(\C)CC(=O)Nc2c(C)cc(C)cc2C)cc1	-6	-6%	-1%	9%	-2.4%	-3%	12%	2	-18%
19	OCC[C@H]1C[C@@H](O)[C@H](O)[C@@]2(CCc3ccccc3O2)O1	-1	-24%	2%	8%	0.5%	1%	5%	-3	-4%
20	CC1CCN(C(=O)CSc2nc3c(c(=O)n2C)SCC3)CC1	0	-14%	-1%	6%	2.4%	0%	-4%	4	-17%
21	CCOc1ccc(Cn2nnc(C(=O)NCc3ccccc3)c2N)cc1	-1	-6%	-4%	14%	2.0%	0%	-3%[57.1 µM]	4	0%
22	Cc1ccc(-n2cc(CN3CCC(O)(c4ccccn4)CC3)c(-c3ccc(F)cc3)n2)cc1	4	-8%	-11%	6%	-0.2%	-7%	-3%[57.1 µM]	3	-18%
23	COc1ccc(NC(=O)Nc2cc(C)ccc2OC(F)F)c(OC)c1	-5	-16%	-3%	-1%	-0.3%	-1%	-6%	-3	-2%
24	CN1c2ccccc2C(O)=C(C(=S)Nc2ccc(F)c(Cl)c2)S1(=O)=O	-7	-26%	20%	-3%	0.6%	-7%	u	-4	-5%
25	O=C(COc1ccccc1F)Nc1c2c(nn1-c1ccccc1)CS(=O)(=O)C2	0	-19%	-6%	5%	7.3%	0%	-6%	-4	-10%
26	Cc1ccc(CN2C(=O)C3(c4ccccc42)N(c2cccc(C(F)(F)F)c2)C(=O)CS3(=O)=O)cc1 (stereo not drawn)	3	-34%	-4%	-15%	0.8%	-1%	-10%	-9	2%
27	C=CCn1c(SCC(=O)N(CC)C2CCS(=O)(=O)C2)nc2scc(-c3ccccc3)c2c1=O (stereo not drawn)	0	-7%	-2%	2%	x	1%	-8%	5	-10%
28	CCOC(=O)C(C)Sc1nc(-c2ccccc2Cl)cc(-c2ccccc2)c1C#N (stereo not drawn)	-2	-20%	-1%	-5%	12%	-3%	9%	3	0%
29	O=C(c1ccccc1)N1CCC(=O)N1c1ccccc1	-8	-16%	-3%	-1%	-0.2%	-4%	3%	-4	3%
30	Cc1cccc(Cn2c(=O)n(Cc3ccccc3)c(=O)c3c2c2cc(C)ccc2n3C)c1	4	-22%	-2%	18%	4.0%	-1%	-7%	-3	-9%
31	O=C(COc1ccccc1F)Nc1ccc2c(c1)CCC2	-3	-17%	6%	4%	x	-3%	-10%	-2	-9%
32	CSc1ccc(Cl)c(C(=O)Nc2ccc(C)cn2)c1	-2	-18%	0%	0%	1.1%	u	9%	-3	-10%
33	O=C(O)C(Cc1cccs1)c1cccs1 (stereo not drawn)	0	5%	0%	7%	x	-3%	-3%[57.1 µM]	2	-10%
34	COc1ccc(N(C(=O)CNC(=O)c2ccco2)C(C(=O)NCC2CCCO2)c2ccccc2)c(OC)c1 (stereo not drawn)	-6	-3%	-2%	9%	1.2%	0%	1%[57.1 µM]	-1	-6%
35	Cc1ccccc1CSCC(Nc1ccc(C(=O)O)cc1[N+](=O)[O-])C(=O)O (stereo not drawn)	-8	4%	-2%	1%	0.4%	0%	-2%[57.1 µM]	7	3%
36	COc1ccc(NS(=O)(=O)c2ccc(NC(=S)NC(=O)/C=C/c3ccccc3)cc2)nn1	-4	-23%	-1%	u	3.9%	u	-6%	-1	1%
37	CCc1ccccc1OCCSc1nc(-c2cccs2)nc2cc(=O)[nH]n12	-9	-13%	-3%	0%	0.2%	-3%	10%[57.1 µM]	1	-6%
38	COc1c(C)cc(Br)cc1C(=O)Nc1cccc(NC(=O)c2ccco2)c1	-1	-17%	2%	1%	2.2%	-2%	-8%	-3	2%
39	COc1cc(/C=N/N2C(C)CCCC2C)cc(Br)c1O (stereo not drawn)	10	-16%	-4%	1%	0.1%	6%	-7%	2	-7%
40	Nc1cccc(-c2csc(-n3ncc(C(=O)O)c3C(F)(F)F)n2)c1	3	-22%	-5%	0%	7.5%	2%	0%	-1	-10%
41	CCC(=O)Nc1sc2c(c1C#N)CCCCC2	-4	-28%	7%	0%	0.5%	-8%	-1%	-2	8%
42	CCOc1ccc(CCNC(=O)CN2C(=O)COc3ccc(S(=O)(=O)N4CCOCC4)cc32)cc1	-2	-19%	-3%	0%	0.8%	-8%	3%	10	-1%
43	Cc1ccc(C(=O)NCC(=O)NCC(=O)OCc2ccc(F)cc2)cc1	-4	-16%	3%	-2%	0.2%	0%	6%[57.1 µM]	6	17%
44	Cc1cccc(-c2nc3ccccc3c(=O)n2NC(=O)Cc2ccc(Cl)cc2)c1	-19	-24%	-1%	-4%	2.0%	-2%	0%	1	-3%
45	Cc1ccc(NC(=O)CNC(=O)c2ccc(C(C)(C)C)cc2)cc1S(=O)(=O)N1CCOCC1	2	u	3%	-7%	x	0%	-11%	-12	-1%
46	CCOC(=O)c1ccc(N2Cc3ccccc3C2=NC(=O)c2ccncc2)cc1	2	-26%	2%	0%	0.0%	0%	4%	-6	-26%
47	CS(=O)(=O)N1CCCC(C(=O)NCc2ccc(F)cc2)C1 (stereo not drawn)	-6	-3%	-4%	5%	2.1%	-1%	16%	5	-14%

The list is partial. The share of hits here may be higher or lower than overall.
